# HP1b binding inh – blocks HP1-beta chromodomain binding to methylated histone tails. AlphaScreen HP1-beta / biotin-H3K9me3 peptide binding. Potency, µM (series often up to 114 µM), for the others: at the top dose activity change, negative = inhibition, actives largely listed as inhibitors. actives 0.56% (n = 390,000). AID 540317; further: potency means the concentration at half of the fitted maximal effect; nearly all actives have a fitted effect of over 70% in size; inactives centre near 23
# Target sequence (P83916 whole entry, looked up): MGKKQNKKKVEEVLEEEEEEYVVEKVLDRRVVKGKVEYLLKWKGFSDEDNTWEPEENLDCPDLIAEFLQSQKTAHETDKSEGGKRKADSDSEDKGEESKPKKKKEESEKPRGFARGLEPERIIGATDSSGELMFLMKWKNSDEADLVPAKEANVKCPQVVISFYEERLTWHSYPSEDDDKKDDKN
#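 Compound inhibition of the preformed complex between 50 nM HP1-beta and 50 nM biotinylated H3K9me3 peptide was read by AlphaScreen. Buffer was PBS pH 7.4 with 0.01% Tween-20. Incubations ran 30 min at room temperature, with 10 ug/mL donor/acceptor beads.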
# ERG Ets-DNA blk – blocks human ERG Ets domain binding to DNA | Potency, µM (series often up to 76.9 µM), for the others: at the top dose FP activity, negative = inhibition, most hits filed as inhibitors | P11308 | actives 0.028% (n = 370,000) | fluorescence polarization, His-ERG Ets domain / labelled DNA; active means well fitted inhibition curve with a large enough effect in the polarisation, with a control signal flat; inconclusive means small, poorly fitted or top-dose-only effect, or effect the other way, or a change in a side signal; inactive means no such curve, though single readings can be large or run the other way; the % refers to the polarisation;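 further: polarization taken with two DNA probes labelled with fluorescein and Texas red; potency means the concentration at half of the fitted maximal effect; % of control where 0% means no effect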
#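 His-tagged ERG Ets domain (1 uM in the protein solution; 300mM KCl, 50mM Tris-HCl, 1mM EDTA, 1mM DTT, pH 7.5) received compound, then a probe mix of 5 nM fluorescein-DNA and 100nM Texas-615-DNA. Fluorescence polarization was read for both dyes.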
# JMJD2A Tudor inh – JMJD2A Tudor domain (human) inhibition | O75164 | AlphaScreen JMJD2A-Tudor / H3K4me3 peptide binding | Potency, µM (highest dose often 114 µM), without a hit: top-dose activity change, negative = inhibition, most hits filed as inhibitors | actives 4.4% (n = 390,000) | AID 504339; further: potency means the concentration at half of the fitted maximal effect; on the % scale 0 is the no-effect control and ±100 the full control effect; nearly all actives have a fitted effect of over 50% in size
# RGS4 inh – blocks human RGS4-accelerated GTP hydrolysis; P49798; Transcreener GDP fluorescence polarization, RGS4-accelerated GTP hydrolysis; Potency, µM (titrated, usually from 114 µM), for the others: at the top dose activity change, negative = inhibition, usual class: inhibitors; actives 0.039% (n = 390,000); further: potency means the concentration at half of the fitted maximal effect; on the % scale 0 is the no-effect control and ±100 the full control effect; nearly all actives have a fitted effect of over 75% in size; some results filed as inactive show a strong effect at the top dose
#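 MLSMR compounds (23 nl, pin-transferred) preincubated 10 min at room temperature with a 500nM (2x) first reagent, then RGS4 at 900nM (2x) plus Transcreener GDP mix added; fluorescence polarization (620/688 nm) read before and after 90 min at 30 °C.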
# G9a inh – blocks human histone lysine methyltransferase G9a; actives 8.8% (n = 350,000); Potency, µM (series often up to 102 µM), for inactives: at the top dose activity, negative = inhibition, most hits filed as inhibitors; Q96KQ7; G9a H3K9 monomethylation, AlphaScreen, 2 h; further: potency means the concentration at half of the fitted maximal effect; on the % scale 0 is the no-effect control and ±100 the full control effect; nearly all actives have a fitted effect of over 75% in size
# Target sequence (Q96KQ7 913-1193 limits assumed): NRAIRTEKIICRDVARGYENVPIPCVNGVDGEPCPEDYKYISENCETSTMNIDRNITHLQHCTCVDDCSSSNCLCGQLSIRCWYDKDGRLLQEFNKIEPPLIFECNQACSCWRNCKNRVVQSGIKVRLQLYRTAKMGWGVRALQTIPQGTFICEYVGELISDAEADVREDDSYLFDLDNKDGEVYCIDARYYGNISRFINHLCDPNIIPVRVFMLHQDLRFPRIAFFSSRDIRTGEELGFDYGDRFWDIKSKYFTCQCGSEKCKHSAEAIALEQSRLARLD
#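 Chemiluminescent proximity detection of H3K9 monomethylation, read after 10 min bead incubation in the dark. Reaction: 20 nM G9a, 500 nM biotin-H3K9 peptide, 20 uM SAM cofactor, 2 h, room temperature, following 15 min enzyme-compound preincubation.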
# GLS inhibitor – glutaminase GLS (human) inhibition | AID 624170 | GLS enzymatic activity, qHTS titration | O94925 | actives 0.21% (n = 410,000) | Potency, µM (doses to about 45.5 µM), without a hit: top-dose activity change, negative = inhibition, actives largely listed as inhibitors; further: potency means the concentration at half of the fitted maximal effect; on the % scale 0 is the no-effect control and ±100 the full control effect
#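 Assay buffer: 45 mM KH2PO4 pH 8.2, 0.02% Tween-20. hKGA acts on L-glutamine (1 mM solution added); product glutamate is reported by an oxidase/peroxidase Amplex Red coupling, with fluorescence taken at baseline and 30 min.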
# PI4K2A block – PI4K2A (human) kinase inhibition; actives 0.13% (n = 420,000); purified PI4K2A, ADP-Glo luminescence, 1 h; hits give low values; activity change, negative = inhibition, % at 76.9 µM; in the data active means activity change below about -50%; inconclusive means mostly about -30% to -49%;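 further: -100% = wells without enzyme as full effect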
# Target sequence (Q9BTU6 whole entry, looked up): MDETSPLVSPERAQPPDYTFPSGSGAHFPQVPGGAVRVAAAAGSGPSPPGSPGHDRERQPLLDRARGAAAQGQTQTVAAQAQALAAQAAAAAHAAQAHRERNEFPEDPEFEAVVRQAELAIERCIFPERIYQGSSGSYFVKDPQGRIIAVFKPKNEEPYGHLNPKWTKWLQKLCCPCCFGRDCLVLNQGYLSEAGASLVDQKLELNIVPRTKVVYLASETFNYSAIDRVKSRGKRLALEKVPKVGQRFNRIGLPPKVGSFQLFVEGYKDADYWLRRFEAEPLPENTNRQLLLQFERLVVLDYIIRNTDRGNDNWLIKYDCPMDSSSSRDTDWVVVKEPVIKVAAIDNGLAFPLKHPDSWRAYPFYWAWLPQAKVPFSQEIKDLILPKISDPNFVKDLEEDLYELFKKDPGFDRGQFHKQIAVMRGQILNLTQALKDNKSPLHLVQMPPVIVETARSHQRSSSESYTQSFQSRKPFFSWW
#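 Compounds are screened against recombinant PI4K2A using PI as substrate and ATP, the latter dispensed at 300 microM. Reactions run one hour at ambient temperature before ADP-Glo detection; full inhibition defined by wells lacking enzyme.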
# 12-LOX inh – ALOX12 (human) lipoxygenase inhibition | P18054 | purified 12hLO, xylenol orange hydroperoxide absorbance | Potency, µM (highest dose often 108 µM), inactives show at the highest dose activity change, negative = inhibition, hits mostly inhibitors | actives 1.1% (n = 580,000); further: potency means the concentration at half of the fitted maximal effect; on the % scale 0 is the no-effect control and ±100 the full control effect
#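 Hydroperoxide product was detected by ferrous iron/xylenol orange as the 573 to 405 nm absorbance ratio. Arachidonic acid at 40 uM (final) was turned over for 30 min at room temperature by 150 nM human 12hLO, pH 7.0 Hepes buffer, after 15 min compound preincubation.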
# BAZ2B block – BAZ2B (human) inhibition; actives 4.4% (n = 360,000); Q9UIF8; Potency, µM (highest dose often 114 µM), without a hit: at the highest dose activity change, negative = inhibition, actives largely listed as inhibitors; AlphaScreen BAZ2B-H3K14Ac peptide displacement; further: potency means the concentration at half of the fitted maximal effect; on the % scale 0 is the no-effect control and ±100 the full control effect; nearly all actives have a fitted effect of over 60% in size
#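 AlphaScreen displacement: compounds (up to 110uM) incubated 30 min at room temperature with a preformed 50 nM BAZ2B/50 nM biotinylated H3K14Ac peptide complex in PBS pH 7.4 with Tween-20. Donor and acceptor beads at 10 ug/mL final added, 20 min light-protected before reading.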
# Starred values were filed as active, the others as inactive; ? = inconclusive; . = no result given; [ ] = dose if it differs, or a comment. Unless noted, the call rests on the fitted dose curve; in most records, active means well fitted curve in the direction sought with a large enough effect; inconclusive means small, poorly fitted or top-dose-only effect, or another doubt; inactive means no such curve, though single readings can be large; an effect the other way counts as inactive or inconclusive. The list is partial; count on the stated rates, not on these rows.
SMILES,HP1b binding inh,ERG Ets-DNA blk,JMJD2A Tudor inh,RGS4 inh,G9a inh,GLS inhibitor,PI4K2A block,12-LOX inh,BAZ2B block
CC(=O)N1CCN(c2ccc(S(=O)(=O)NCCN(C(C)C)C(C)C)cc2[N+](=O)[O-])CC1,20%,-1%,-5%,-7%,15%[59 µM],4%,-6,-22%,-4%
COc1ccc(NC(=O)c2cnc(N3CCOCC3)c3ccccc23)cc1OC,32%[57 µM],0%,-10%,-4%,4%[59 µM],5%,-3,-13%,0%
CCC(C)CCN1C(N(C)C)=NC[C@@H]1C (stereo partly drawn),35%,5%,-18%,-7%,10%[2.33 µM],2%,-4,1%,-4%
O=S(=O)(c1cnc[nH]1)N1CCN(c2ccccc2)CC1,13%,11%,-12%,10%,16%,6%,0,5%,11%
Cc1ccc(CS(=O)(=O)CCC(=O)NCC2CCCO2)cc1 (stereo not drawn),32%,2%,-13%,8%,-2%[12.7 µM],-2%,2,11%,8%
O=C(CCNC(=O)c1ccc(Cl)cc1)NC1CCCc2ccccc21 (stereo not drawn),31%,10%,13%,15%,15%[2.33 µM],-8%,5,238%[activator],3%
Oc1ccc(-c2nccc(-c3ccc(Cl)cc3)n2)cc1,36%,-12%,-6%[57.1 µM],-16%,-28%,1%,-8,?,-4%
Cc1ccc(NC(=O)C2CC(=O)n3ncnc3N2)cc1C (stereo not drawn),38%,-7%,2%,-8%,56µM*,0%,-3,7%,-27%
O=C(O)c1ccccc1C(=O)c1ccc(N2CCCC2)c([N+](=O)[O-])c1,27%,-4%,-16%[11.4 µM],-8%,?,-8%,-2,?,-14%
CCOc1cc(C(=O)N2CC(=O)Nc3ccc(F)cc3C2c2ccccc2)cc(OCC)c1OCC (stereo not drawn),10%,-7%,-21%,26%,10%[59 µM],2%,-9,?,3%
CCCCC(=O)Nc1c(C(=O)N2CCN(c3ccccc3)CC2)oc2ccccc12,21%,-2%,-24%,17%,-41%[59 µM],9%,-2,-7%,-16%
C/C=C(\C)C(=O)NCCN1C2=NC[C@H](Cc3ccccc3)N2C[C@H]1Cc1ccc(O)cc1,29%,-7%,-32%,-7%,8%[12.7 µM],-1%,4,.,-28%
CCCCN(CC)C(=O)c1ccc(-c2ccccc2)cc1,39%[activator],-6%,-9%[57.1 µM],-7%,16%[59 µM],4%,-2,-1%,17%
Clc1ccc(CSc2nncn2-c2ccc3c(c2)OCCO3)cc1,27%,-6%,-1%,-21%,4%,-7%,3,75%[activator],-14%
Cc1cc(C)c(C#N)c(SC2CCCCC2=O)n1 (stereo not drawn),42%[activator],.,-6%,-3%,?,2%,0,?,-2%
Cc1csc(NC(=O)c2cc([N+](=O)[O-])cc([N+](=O)[O-])c2)n1,?,11%,-35%,-21%,-44%,-4%,-10,-25%,?
O=C(CN1C(=O)NC2(CCOc3ccccc32)C1=O)Nc1ccc(F)c(F)c1F (stereo not drawn),31%,12%,-25%,-8%,1%,3%,-8,-4%,-20%
Cc1c(NC(=O)Cc2ccc(Cl)cc2)cccc1-c1nc2cccnc2s1,-17%,5%,-23%,-20%,?,-11%,1,-23%,-37%
CCc1nc(Nc2ccc(F)c(Cl)c2)c2c3c(sc2n1)CCCC3,76%[activator],-1%,49%[activator],-14%,-3%[59 µM],0%,-3,-22%,34%
Cc1ccc(NC(=O)c2ccc3c(c2)NC(=O)c2ccccc2S3)c(Cl)c1,25%,1%,-9%,-25%,-1%[59 µM],0%,-4,?,-3%
COc1c(Cl)cc(Cl)cc1C(=O)n1nc(C)cc1C,44%[activator],-2%,49%[activator],4%,16%[59 µM],5%,4,0%,43%[activator]
Cc1cccc(C)c1NC(=O)C(NC=O)c1ccc(Cl)cc1 (stereo not drawn),41%[activator],3%,-4%,6%,24%[59 µM],2%,-2,-10%,-2%
N#Cc1nc(Cc2ccccc2)oc1N1CCC(C(N)=O)CC1,25%,1%,1%,4%,10%[59 µM],-5%,1,24%,-27%
CC(C)(C)c1ccc(C(=O)N/C(N)=N/c2nc3ccccc3o2)cc1,53%[activator],4%,5%,10%,41%,-1%,3,35%[activator],-7%
Cc1ccc(S(=O)(=O)c2nc(-c3cccs3)oc2N2CCC(C(N)=O)CC2)cc1,28%[57 µM],5%,-13%,-32%,.,3%,0,?,.
# Carrying on:
SMILES,HP1b binding inh,ERG Ets-DNA blk,JMJD2A Tudor inh,RGS4 inh,G9a inh,GLS inhibitor,PI4K2A block,12-LOX inh,BAZ2B block
COC(=O)COc1ccc(S(=O)(=O)N2CCN(c3ccccc3F)CC2)cc1,39%,-5%,-9%,-21%,3%[59 µM],-18%,12,0%,12%
O=S(=O)(Nc1ccccc1)c1ccc(NS(=O)(=O)c2cccs2)cc1,2%,6%,-9%,7%,-7%,2%,1,4%,-2%
O=C(O)CC1(CC(=O)Nc2ccc3c(c2)OCCCO3)CCCCC1,6%,-4%,-6%,6%,1%,11%,0,85%[activator],4%
CC1CN(C(c2ccco2)c2sc3ncnn3c2O)CC(C)O1 (stereo not drawn),49%[activator],3%,-13%,5%,40µM*,1%,-4,?,5%
CCCc1cc(NC(=O)COC(=O)c2ccc(O)cc2O)n(-c2ccccc2)n1,46%[activator],-10%,-12%,18%,.,10%,5,23%,.
O=C(Nc1ccccc1NC(=O)c1c(F)c(F)c(F)c(F)c1F)c1c(F)c(F)c(F)c(F)c1F,21%,-1%,-10%,-11%,-2%[12.7 µM],2%,8,0%,-2%
Cc1coc(NC(=O)CSc2nc(-c3ccncc3)cc(C(F)(F)F)c2C#N)n1,9%,0%,-18%,4%,?,-15%,2,-12%,12%
COCCNC(=O)c1onc(CSc2ccc(C(C)C)cc2)c1C(=O)O,78%[activator],17%,-16%,1%,42%[0.501 µM],14%,-7,-44%,-36%
CC(C)c1ccc(OCc2cccc(C(=O)N/N=C/c3cccnc3)c2)cc1,26%,11%,-19%,5%,11%[59 µM],-18%,-4,-18%,-28%
COC(=O)CCC(=O)NC(=S)Nc1c(C)cccc1C,34%,1%,-10%,0%,-12%[59 µM],0%,0,5%,5%
Cc1ccc(OCC(=O)N2CCc3ccccc3C2)cc1,18%,5%,-11%,9%,10%,0%,3,?,4%
CCOc1cc(C2C3=C(CC(C)(C)CC3=O)N(CCOC)C3=C2C(=O)CC(C)(C)C3)ccc1OC,52%[activator],10%,-5%,3%,?,-2%,2,-10%,-28%
O=C(Cn1nnc(-c2cccc(C(F)(F)F)c2)n1)NNS(=O)(=O)c1cccc(C(F)(F)F)c1,40%[activator],1%,-2%,7%,.,-3%,3,?,-3%
O=C(OCC(O)C(O)COC(=O)c1ccccc1)c1ccccc1 (stereo not drawn),30%,10%,-8%,5%,67%[activator][59 µM],0%,7,?,1%
FC(F)(F)c1nnc2ccc(Sc3ccccn3)nn12,24%,-1%,-10%,14%,3%,2%,-3,1%,-10%
COc1ccc(C(=O)Nc2ccc(C3=NNC(=O)CC3C)cc2NC(=O)c2ccc(OC)cc2)cc1 (stereo not drawn),6%,-7%,-31%,-6%,-28%,-1%,-12,-26%,?
CC(CN1CCCCC1)C(=O)NN (stereo not drawn),40%[activator],4%,-11%,2%,-44%,7%,-8,7%,.
COc1ccc(N2CCN(CC(O)c3c[nH]c4ccc(OC)cc34)CC2C)cc1 (stereo not drawn),-22%,4%,?,-9%,8%[0.501 µM],41%[activator],3,?,?
O=C(Cn1cnc2ccccc21)N/N=C/c1ccc([N+](=O)[O-])cc1,23%,-3%,-17%,-27%,8%,-14%,1,1%,9%
CN(CC(=O)NCc1cccc(F)c1)C(=O)c1ccco1,-2%,.,-4%,-14%,8%[59 µM],7%,0,0%,10%
CC(=O)Oc1ccc(N(C(C)=O)S(=O)(=O)c2ccc(C)cc2C)c2ccccc12,?,-11%,-12%,-1%,15%[59 µM],0%,1,-1%,-1%
N/N=C(\c1ccccc1)c1cc(Cl)ccc1N,19%,-3%,-25%,-15%,-14%[59 µM],0%,0,1%,?
CC(C)n1cnc2c(NCc3ccccc3)cc(OCC3CCN(C)CC3)cc21,-21%,7%,40µM*,?,.,29%,?,.,.
Cc1cc(C)cc(OCC(=O)Nc2nonc2NC(=O)COc2cc(C)cc(C)c2)c1,31%,9%,-8%,-2%,?,-2%,-8,-14%,0%
COC(=O)CSc1nc(SCc2ccccc2Cl)nc2c1CCCC2,115%[activator],-14%,83%[activator],11%,49%[59 µM],7%,2,-9%,69%[activator]
CC1=C(C(=O)OC2CCCCC2)C(c2ccc(O)cc2)NC(=O)N1 (stereo not drawn),34%,-5%,-11%,1%,.,3%,-4,16%,-1%
COCc1cc(=O)[nH]c(SCC(=O)c2ccccc2)n1,35%,-7%,0%,-22%,.,-17%,-5,-26%,8%
O=c1cc(C(F)(F)F)[nH]c2c(OC(F)(F)F)cccc12,39%[activator],-7%,9%,-14%,.,-4%,0,-1%,4%
CN1CCN(C(=O)CSc2nc3ccc(NC(=O)c4ccccc4F)cc3s2)CC1,45%[activator],9%,-4%,-24%,?,2%,0,30%,4%

# Assay outcomes deposited in PubChem by National Center for Advancing Translational Sciences (NCATS).
